Bioassay records (PubChem)
PPARg SRC-2 ag = agonists of SRC-2 recruitment by human PPARgamma | PPARgamma LBD-SRC-2 recruitment, biochemical | P37231 | AID 1032 | hit rate 0.34% among 200,000 | activation, % at 8 µM; in the data active = activation above about 22%;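 note: 0% = vehicle and 100% = reference agonist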
S1P3 antag = S1P3 (human) receptor antagonism; hit rate 0.27% among 170,000; inhibition, % at 4.98 µM; Q99500; CHO S1P3 NFAT-BLA reporter, FRET fluorescence, antagonist mode;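 active = inhibition above the plate cutoff, the mean inhibition of test wells on that plate plus 3 SD, cut at about 28% in these data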;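 note: cells challenged with S1P at its EC80 of 0.8 µM; blue over green emission ratio from cleaved BLA substrate after 4 h stimulation; 0% = S1P-stimulated wells and 100% = unstimulated DMSO-only wells; some compounds past the cut are filed as inactive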
Target sequence (Q99500 whole entry, looked up): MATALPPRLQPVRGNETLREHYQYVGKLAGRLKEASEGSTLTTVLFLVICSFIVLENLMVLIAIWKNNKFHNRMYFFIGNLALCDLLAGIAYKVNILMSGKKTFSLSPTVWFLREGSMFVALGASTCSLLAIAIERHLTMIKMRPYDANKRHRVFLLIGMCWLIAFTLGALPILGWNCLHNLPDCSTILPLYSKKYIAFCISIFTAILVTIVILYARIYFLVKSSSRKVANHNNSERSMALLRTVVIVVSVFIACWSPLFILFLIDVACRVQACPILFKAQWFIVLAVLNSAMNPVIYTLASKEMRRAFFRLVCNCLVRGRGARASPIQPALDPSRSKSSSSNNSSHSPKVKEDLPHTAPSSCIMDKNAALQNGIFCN
PPARg SRC1 recr = agonists of human PPARgamma SRC-1 coactivator recruitment. PPARgamma-SRC-1 coactivator recruitment biochemical assay. AID 631. P37231. activation, % at 8 µM. hit rate 0.41% among 200,000; in the data active = activation above about 19%;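 note: 0% = DMSO and 100% = reference agonist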
bIAP inhibitor = blocks bovine intestinal alkaline phosphatase activity; purified bovine IAP, CDP-star luminescence, 30 min; inhibition, % at 20 µM; 190,000 tested, under 10 active; AID 1019;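 active = over 50% inhibition of intestinal alkaline phosphatase at 20 µM in the single-dose screen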
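test system = bovine IAP enzyme | medium = DEA buffer 100 mM, pH 9.8, with MgCl2 1.0 mM, ZnCl2 0.02 mM | detection = luminescence | dosing = single compound dose of 20 µM, 2% DMSO final | incubation = 30 min reaction at room temperature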
Redox H2O2 prof = compounds producing H2O2 with reducing agent – biochemical, NIH compound library profiling, artefact control for MLSCN library redox annotation, primary screen | activation, % at 10 µM | DTT-dependent redox cycling H2O2, phenol red/HRP absorbance; 100% = 100 µM peroxide control, 0% = buffer | hit rate 0.03% among 200,000;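 active = activation of at least 50% relative to the plate's high and low controls in the primary single-dose screen; inactive = activation below 50%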;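 note: compound incubated with DTT at 0.8 mM final as the reducing agent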
Lmaj promast = reduces viability of Leishmania major promastigotes | resazurin fluorescence viability | inhibition, % at 10 µM | hit rate 9% among 200,000 | AID 1063; in the data active = inhibition above about 50%;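 note: promastigotes grown with compound for 44 hours at 28 °C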
RAM network inh = inhibitors of the yeast RAM network; hit rate 1.8% among 190,000; inhibition, % at 50 µM; S. cerevisiae dse1pr::URA3 reporter, 5-FOA growth OD615, 2 d; analog-sensitive cbk1-as2 kinase mutant strain;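 active = inhibition above a set limit, 3 SD over mean compound inhibition, cut at about 8.4% in these data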;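 note: 0% = DMSO-only wells with no growth and 100% = 10 µM 1-NA-PP1 full growth; inhibition rescues growth on 5-FOA so higher OD means more RAM inhibition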
ROMK mod = human ROMK K+ channel modulation, primary screen | hit rate 2% among 130,000 | Tet-inducible ROMK, thallium flux fluorescence; actives lie on both sides | B-score at 10 µM | AID 1918 | P48048;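 active = signal ratio slope over the read window, or its plate-corrected B-score, at least 3 SD from the plate mean, either direction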;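 note: B-score of the F/F0 ratio slope over 7 to 12 s after thallium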
Target sequence (P48048 whole entry, looked up): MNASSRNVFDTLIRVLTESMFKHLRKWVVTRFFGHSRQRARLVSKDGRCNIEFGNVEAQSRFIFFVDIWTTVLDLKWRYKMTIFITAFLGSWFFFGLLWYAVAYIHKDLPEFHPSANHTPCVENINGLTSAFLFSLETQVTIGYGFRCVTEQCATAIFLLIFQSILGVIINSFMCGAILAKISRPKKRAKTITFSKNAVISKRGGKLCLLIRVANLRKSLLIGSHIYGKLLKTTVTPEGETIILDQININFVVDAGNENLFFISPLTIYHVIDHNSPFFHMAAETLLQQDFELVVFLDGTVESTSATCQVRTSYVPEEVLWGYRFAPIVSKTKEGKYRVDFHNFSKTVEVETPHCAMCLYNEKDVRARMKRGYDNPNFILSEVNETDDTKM
SRC2 TRFRET art = flags TR-FRET format artefacts in PPARgamma SRC-2 recruitment agonist screen. TR-FRET artefact counter-screen; active compounds read high. TR-FRET ratio at 8 µM. hit rate 0.4% among 200,000. AID 1049; in the data active = TR-FRET ratio above about 2000; note: inactives centre near 1500
PPARg SRC-3 ag = PPARgamma-driven SRC-3 recruitment agonism | P37231 | biochemical PPARgamma/SRC-3 coactivator recruitment assay | activation, % at 8 µM | hit rate 0.26% among 200,000 | AID 731; in the data active = activation above about 23%;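 note: 0% = DMSO and 100% = reference agonist; some compounds past the cut are filed as inactive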
Efa HMGR inh = inhibitors of class II HMG-CoA reductase from Enterococcus faecalis. purified E. faecalis HMGR, NADPH absorbance 340 nm kinetic. inhibition, % at 10 µM. hit rate 0.41% among 190,000. AID 1066;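 active = inhibition above a set limit, the median over all tested compounds plus 3 SD, cut at about 9.5% in these data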;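 note: enzyme runs in reverse so mevalonate oxidation gives rising NADPH absorbance; 0% = complete reaction with DMSO and 100% = background rate lacking mevalonate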
Numbers without * were called inactive; · = not tested or not shown.

SMILES	PPARg SRC-2 ag	S1P3 antag	PPARg SRC1 recr	bIAP inhibitor	Redox H2O2 prof	Lmaj promast	RAM network inh	ROMK mod	SRC2 TRFRET art	PPARg SRC-3 ag	Efa HMGR inh
CCCOc1ccc(C2C(C(=O)/C=C/c3ccco3)=C(O)C(=O)N2CCN2CCOCC2)cc1OC (centres undefined)	8	-10	8	-4	-0.4	-7	0.5	0.52	1585	3	-2
CC(C)C(NC(=O)c1ccco1)C(=O)NCC(c1ccco1)N1CCCCC1 (centres undefined)	2	-10	2	-6	1.9	9	0.3	·	1480	6	-1
O=S(=O)(/N=C(/c1ccccc1Cl)N1CCOCC1)c1ccccc1	-2	·	-4	-1	-3.3	0	1.4	·	1439	-1	-3
O=C(N1CCOCC1)N1CCN(C(c2ccccc2)c2ccccc2)CC1	4	·	2	-10	0.5	-3	-0.3	·	1708	0	-9
CCC(C)OC(=O)C1=C(C)NC(=O)CC1c1ccccc1OC (centres undefined)	9	14	5	3	-0.6	3	0.1	·	1546	11	-5
Cc1onc(-c2c(F)cccc2Cl)c1C(=O)NNC(=O)C1CCN(Cc2cccc(F)c2)CC1	1	-31	2	-16	-0.3	-2	0.9	0.63	1561	1	1
COc1ccc(N2CCN(CC(=O)N3N=CCC3c3ccccc3)CC2)cc1 (centres undefined)	5	3	-1	13	-0.7	-3	0.4	·	1657	-3	-2
CCc1cc2ccc(OC)cc2nc1SCC(=O)NNC(=O)c1ccco1	21	-23	15	-5	0.3	-9	7.7	0.41	2005*	10	-1
Cc1cc(C)n2nc(SCC(=O)c3cc(C)n(CC4CCCO4)c3C)nc2n1 (centres undefined)	7	-8	-1	-8	-1.1	-3	2.9	-0.26	1604	0	0
CCCC(C)NC(=O)COC(=O)c1ccc(Cl)c(S(N)(=O)=O)c1 (centres undefined)	5	·	9	10	0.1	-2	0.3	-0.05	1494	4	-1
CCc1ccccc1NC(=O)Nc1ccc2c(c1)OCO2	9	-19	-3	-15	0.0	-5	2.2	0.73	1425	-1	-3
C=CCn1c(O)c(N=NC(=O)CNC(=O)/C=C/c2ccco2)c2ccccc21	3	·	1	-3	0.5	-9	0.1	·	1602	-2	3
O/N=C(\COc1ccccc1O)c1ccccc1	-9	18	6	11	0.5	-2	1.4	-0.11	1660	0	-11
CNC(=O)c1ncnnc1N(C)C(=O)NCc1ccccc1	-2	·	3	2	-1.0	-5	2.2	0.46	1451	-7	0
O=C(Nc1ccccc1C(=O)NCc1ccc(Cl)cc1)c1ccco1	-3	5	-5	5	2.5	25	2.2	·	1335	-6	0
COc1ccc(OC)c(NC(=O)C(=O)NNC(=O)COc2ccc(Br)cc2C)c1	4	-27	-3	-3	-1.4	-6	4.3	1.6*	1665	4	-1
COc1ccc(OC)c(C2CC(c3ccc(NS(C)(=O)=O)cc3)=NN2C(=O)c2ccccc2)c1 (centres undefined)	1	-10	9	7	-0.7	9	1.8	0.59	1691	9	-3
Cn1c(=O)[nH]c(=O)c2c1nc(Br)n2CCCCSc1nc2ccccc2o1	5	-5	-1	13	2.8	2	4.5	·	1476	0	0
COc1ccc(-n2c(Cc3cc(=O)[nH]c(=O)[nH]3)nnc2SCC(=O)NC2CCCC2)cc1	-3	-7	4	1	-1.6	-6	1.0	·	1708	6	-2
O=C(NCc1ccco1)c1cc2n(n1)C(C(F)(F)F)CC(c1ccc(F)cc1)N2 (centres undefined)	-1	-24	-6	8	-3.1	-1	3.1	-0.36	1359	-8	0
NC(=O)C1(c2ccccc2)CCCN1C(=O)c1ccc(Br)cc1 (centres undefined)	1	3	-4	2	0.3	-6	0.6	0.14	1539	0	-4
COc1ccc(S(=O)(=O)n2oc(=O)cc2-c2ccccc2)cc1OC	6	·	7	8	0.5	12	-0.9	-0.62	1508	2	-2
Cc1ccc(/C=C2\CCC(C3CCCC3)C2=O)cc1 (centres undefined)	-1	-10	7	0	0.0	-10	8.4	0.23	1290	2	-1
Cc1ccccc1OCc1nc2ccccc2c(=O)n1/N=C/c1cccc([N+](=O)[O-])c1	7	-2	-2	16	0.1	-1	4.1	·	1661	4	-6
Cc1nc2cc(NCc3cccs3)ccc2n1C	15	4	9	1	-1.4	10	1.1	·	1718	1	1
Remaining list, next part:
SMILES	PPARg SRC-2 ag	S1P3 antag	PPARg SRC1 recr	bIAP inhibitor	Redox H2O2 prof	Lmaj promast	RAM network inh	ROMK mod	SRC2 TRFRET art	PPARg SRC-3 ag	Efa HMGR inh
Cc1nn(-c2ccccc2)c(NC(=O)c2cccs2)c(-c2ccc(Cl)cc2)c1=O	3	-1	2	12	0.0	-3	2.9	·	1652	5	3
S=c1[nH]nc(Cc2cccc3ccccc23)n1-c1ccccc1	-4	·	-2	19	0.0	-1	-0.1	-0.79	1410	-4	-7
N#CC1(c2ccccc2)CCCN1C(=O)c1ccccc1Br (centres undefined)	5	·	-1	14	0.1	-2	-0.1	-0.32	1410	-9	-1
CCCCCn1nc(C)c(/C=N/NC(=O)c2ccoc2C)c1C	7	·	4	-5	0.3	23	-0.6	·	1620	9	-3
Cc1cc(C(=O)OCn2nnc3ccccc3c2=O)c(C)o1	8	·	-5	7	-0.9	-8	-2.1	·	1565	-1	-4
CCOc1cc(CNc2ccccc2)cc(Br)c1OCc1ccc(F)cc1	9	·	2	23	0.5	49	2.1	0.23	1574	2	1
Cn1c(=O)n(C)c2cc(S(=O)(=O)NCCc3ccccc3)ccc21	-3	-8	-4	-10	0.5	17	1.6	-1.4	1564	-4	3
Cc1ccc(Cn2c(=O)c3c(nc4n3CCN4Cc3ccco3)n(C)c2=O)cc1	9	-10	0	-7	-3.1	2	7.0	·	1474	12	1
O=C(OCC(=O)N1CCCCC1)c1cc2ccccc2cc1O	-2	-5	1	0	-0.3	-6	1.8	-0.85	1439	-2	-5
CCCCCCOC(=O)C1=C(C)NC(=O)NC1c1ccc(O)cc1 (centres undefined)	7	46	-3	11	0.5	-2	1.6	-0.4	1399	-3	1
CS(=O)(=O)N1CCC(Oc2ccccc2C(=O)N2CCNC(=O)C2)CC1	0	-3	1	-6	-0.4	-2	-0.6	0.56	1483	-1	-4
O=C(CSc1nc(-c2ccco2)cc(C(F)(F)F)n1)NC1CCCC1	2	8	3	0	-0.5	5	-0.6	·	1682	6	-5
O=C(O)CC(NC(=O)Cc1ccccc1)c1cc([N+](=O)[O-])ccc1Cl (centres undefined)	2	-3	6	10	-0.3	-5	1.8	-0.39	1584	2	-3
O=C(NC1CCCC1)C1CCCN(S(=O)(=O)c2cccc3cccnc23)C1 (centres undefined)	4	-18	-7	11	-0.1	-5	8.7*	·	1436	0	-3
CCCCC(=O)NC(c1ccccc1Cl)c1c(O)ccc2ccccc12 (centres undefined)	-2	4	1	6	2.3	99*	1.7	0.011	1532	6	-1
O=C(c1ccccc1F)N(NC(=O)C(O)(c1ccccc1)c1ccccc1)c1ccccc1	0	-9	0	2	0.3	8	3.1	·	1726	3	1
O=C(NCc1cccs1)c1cnc(Cl)c(Cl)c1	4	5	3	-2	-0.1	-2	0.9	-0.98	1376	2	-4
O=C(CNC(=O)C1CCCCC1)OCn1nnc2ccccc2c1=O	0	-8	-4	-20	-1.7	0	0.4	-0.017	1398	-4	-3
Cc1[nH]nc(N2CCCCC2)c1[N+](=O)[O-]	2	·	-4	3	0.2	-4	0.6	-1.2	1562	3	-1
CCCn1nc(NC(=O)c2cccs2)c2cc3cc(OC)ccc3nc21	11	5	3	-6	-0.8	37	4.7	·	1667	12	1
Cc1ccc2nsnc2c1NC(=O)CCc1ccccc1	-1	6	-4	·	-0.2	-7	0.7	0.43	1442	0	-1
O=C1N(Cc2cccc(Cl)c2)C[C@@H]2C[C@@H](c3ccsc3)N3CCC[C@@]123	1	-4	0	-11	0.6	3	0.1	0.12	1721	3	0
CC(=O)NC(C1C(=O)CC(C)(C)CC1=O)(C(F)(F)F)C(F)(F)F	5	1	-6	4	0.4	-6	0.1	·	1468	-2	-7
C=CCOC(=O)C1=C[C@H](c2cn(C(C)=O)c3ccccc23)C[C@H](OCc2ccc(CO)cc2)O1	2	-10	11	1	1.0	3	8.0	·	1507	3	-1
CCOC(=O)c1sc(Nc2nc3cc4c(cc3s2)OCO4)cc1C	2	-1	6	1	-0.2	2	4.2	·	1537	4	-8
Later entries.
SMILES	PPARg SRC-2 ag	S1P3 antag	PPARg SRC1 recr	bIAP inhibitor	Redox H2O2 prof	Lmaj promast	RAM network inh	ROMK mod	SRC2 TRFRET art	PPARg SRC-3 ag	Efa HMGR inh
CC(C)c1ccc(/C=N/Nc2ccc(C(=O)O)cc2)cc1	4	-7	7	4	0.1	57*	0.8	0.012	1626	4	-3
O=C(CCc1nc2ccccc2[nH]1)NC1CCCCC1	-1	-20	10	14	-1.0	-3	0.1	·	1762	7	-3
COc1cc(NC(=O)COC(C)=O)cc(OC)c1OC	-4	-2	-10	-10	4.3	0	1.4	-0.89	1624	-2	-5
CN1CCN(S(=O)(=O)c2ccc(NC(=S)NC(=O)c3ccccc3)cc2)CC1	8	·	4	30	0.2	4	0.6	·	1495	-17	0
Cc1csc2ncc(C(=O)NCc3ccccn3)c(=O)n12	7	-25	5	3	-1.8	-1	0.5	·	1762	7	-3
O=S1(=O)CC(O)C(Nc2ccc(Cl)cc2)C1 (centres undefined)	0	·	-7	-11	1.9	-7	-0.7	0.27	1411	-4	-4
COc1ccc(-n2cnnc2SCC(=O)Nc2cc(C)on2)cc1	6	-7	-3	3	0.2	-3	1.8	0.22	1567	3	-7
O=C(Nc1cccc2ncccc12)c1cccnc1	-3	15	4	0	2.6	-5	-0.7	·	1536	7	2
O=C1c2ccccc2-c2c1cccc2C(=O)N1CCN(C(=O)c2ccco2)CC1	4	·	2	8	0.3	2	1.6	-0.13	1501	2	1
Cc1cc(Cl)c(OCCCn2cncn2)c(Br)c1	3	6	-4	16	0.4	2	-1.6	·	1336	-7	-2
C=CCn1c(=N)n(CC(=O)c2cccc([N+](=O)[O-])c2)c2ccccc21	-1	-1	-4	-18	-0.7	25	1.9	-1.4	1607	-3	0
O=S(=O)(Nc1ccc(Cl)c(C(F)(F)F)c1)c1cnc[nH]1	1	1	5	7	-2.8	-10	0.6	·	1564	4	0
Cc1cccc(N=Nc2cn[nH]c2-c2ccco2)c1	2	-18	7	-22	-0.6	9	3.1	0.088	1492	1	3
C=CCSc1nnc(-c2sc(-c3ccccc3)nc2C)n1C	8	·	3	5	1.3	2	0.7	·	1542	-2	-5
Cc1ccccc1-c1nnc(SCC(=O)NCc2ccc3c(c2)OCO3)n1C	4	·	-1	7	-0.1	-5	2.0	0.58	1550	-7	1
CC(C)=CCCC(C)N(C=O)C(C)CCC=C(C)C (centres undefined)	2	-7	0	·	3.4	2	·	·	1416	1	·
CN(C)C(=O)CSCc1c(Cl)cccc1Cl	13	·	2	16	-0.1	14	0.5	-0.23	1571	6	-1
CCOC(=O)C1(Cc2ccccc2C(F)(F)F)CCN(CCCn2cccn2)CC1	5	-19	6	3	0.5	88*	0.8	-0.95	1538	3	-2
